# Source: PubChem (several laboratories)
# Cardiac RTF inh: cardiac RTF calcium desensitization. inhibition, % at 7.15 µM. actives 0.12% (n = 340,000). P19429+P45379. IANBD-labeled cardiac RTF, Ca2+ fluorescence;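 active means inhibition above the mean inhibition of all tested compounds plus 3 SD, cut at about 17% in these data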;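 further: assay run at fixed EC70 calcium of 1.6 mM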
# DSG3 Ab inh: inhibitors of pemphigus antibody binding to human desmoglein-3; DSG3-coupled beads, scFv-anti-DSG3-GFP binding, flow cytometry; stronger effect = lower value; actives 0.48% (n = 310,000); binding (percent of control), % at 10 µM; P32926;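 active means binding more than 3 SD below its plate's average and above zero; inconclusive means below that plate limit but binding exactly zero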;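 further: hits lower antibody fragment binding to DSG3; some compounds called inactive have numbers as strong as hits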
# NSD2 inh: NSD2 (human) methyltransferase inhibition. O96028. NSD2 peptide methylation, AlphaScreen, 120 min. inhibition, % at 12.5 µM. actives 0.54% (n = 310,000). AID 743445; in the data active means inhibition above about 50%
# V-ATPase pHluor: alters yeast V-ATPase proton transport; S. cerevisiae, pHLuorin cytosolic pH fluorescence; response, % at 10 µM; actives 0.37% (n = 350,000); in the data active means response mostly above about 7.3%, no sharp cut-off; inactive means mostly below about 5.4%; further: actives read high; inactives centre near 0; some compounds called inactive have numbers as strong as hits
# DAGLB inh: blocks human DAGLB lipase activity; inhibition, % at 5.17 µM; actives 0.059% (n = 340,000); HEK293T DAGLB membrane lysate, EnzChek fluorogenic substrate; Q8NCG7; in the data active means inhibition above about 34%;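 further: 0% = enzyme with vehicle and 100% = wells lacking enzyme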
# Target sequence (Q8NCG7 whole entry, looked up): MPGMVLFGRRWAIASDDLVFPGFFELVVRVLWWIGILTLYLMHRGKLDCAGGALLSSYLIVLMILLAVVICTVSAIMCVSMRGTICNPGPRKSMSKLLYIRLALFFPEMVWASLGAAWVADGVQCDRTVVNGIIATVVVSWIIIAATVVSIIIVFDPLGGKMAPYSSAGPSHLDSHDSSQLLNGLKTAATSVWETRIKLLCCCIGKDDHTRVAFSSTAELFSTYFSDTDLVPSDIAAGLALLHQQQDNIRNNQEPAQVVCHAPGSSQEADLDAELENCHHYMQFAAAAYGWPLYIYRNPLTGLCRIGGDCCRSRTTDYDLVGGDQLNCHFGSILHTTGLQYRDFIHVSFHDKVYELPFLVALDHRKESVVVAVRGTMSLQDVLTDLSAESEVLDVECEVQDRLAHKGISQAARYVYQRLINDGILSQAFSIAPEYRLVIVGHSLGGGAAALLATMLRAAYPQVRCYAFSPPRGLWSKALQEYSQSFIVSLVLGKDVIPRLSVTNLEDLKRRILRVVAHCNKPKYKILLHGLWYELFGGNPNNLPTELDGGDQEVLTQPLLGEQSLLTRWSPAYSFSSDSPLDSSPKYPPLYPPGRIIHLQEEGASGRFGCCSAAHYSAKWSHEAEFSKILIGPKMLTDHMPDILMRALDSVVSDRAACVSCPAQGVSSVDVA
# CAL PDZ FP-1: blocks peptide binding to the human CAL PDZ domain | Q9HD26 | purified CAL PDZ, TMR-peptide fluorescence polarization, 1 h | inhibition, % at 24.9 µM | actives 0.92% (n = 300,000) | AID 602252;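 active means mean inhibition of at least 30% with at least half of replicates also reaching 30%; inconclusive means no clear call, values can overlap the other calls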;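 further: 0% = DMSO neutral control and 100% = excess unlabeled competitor peptide PRC23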
# Keap1 Nrf2 FP: Keap1-Nrf2 (human) interaction inhibition; Q14145; Keap1 Kelch-Nrf2 peptide fluorescence polarization, 1536-well; inhibition, % at 9.4 µM; actives 0.15% (n = 340,000); AID 504523; in the data active means inhibition above about 12%; inconclusive means no clear call, values can overlap the other calls; inactive means below about 7.3%;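 further: human Keap1 Kelch domain with fluorescein labeled Nrf2 9mer peptide probe; 0% = neutral control wells and 100% = peptide positive control; higher means more block of Keap1 binding to Nrf2 peptide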
# Arrestin-AP2 inh: human beta-arrestin and AP2 interaction inhibition. inhibition, % at 10 µM. FITC-arrestin peptide / GST-AP2 beads, flow cytometry; AP2 beta2 appendage carries R879A mutation. AID 504490. actives 0.31% (n = 340,000);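 active means inhibition above a set limit, near 3 SD of compounds lacking own fluorescence, cut at about 54% in these data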;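 further: plate controls were DMSO wells for no effect and 5 µM unlabelled arrestin peptide for full effect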
#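 Assay system: GST-AP2 R879A bound to glutathione beads, E. coli-expressed; Medium: PBS with 0.05% Tween 20 and 0.1% BSA; Also added: fluorescein-tagged arrestin peptide at 50 nM final; Timing: 12 min plus 1 h, RT; Measured by: flow cytometry, FL1 (488/535 nm); Evaluation: percent drop in bead-associated FITC signal.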
# CAL PDZ FP-2: inhibitors of human CAL PDZ peptide binding; AID 504414; purified CAL PDZ, TMR-peptide fluorescence polarization, 1 h; inhibition, % at 20 µM; Q9HD26; actives 0.02% (n = 330,000);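 active means highest replicate inhibition of at least 40%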;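 further: plate controls were DMSO neutral control wells for no effect and unlabeled competitor peptide control wells for full effect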
#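 material = purified tagged CAL PDZ domain construct (CerCALP) | buffer or medium = sodium phosphate/NaCl buffer pH 7.4 with TCEP, IgG, Thesit | reagent = TMR-labelled reporter peptide T*-PRC34 bound in PDZ groove | incubation = 1 h room-temperature incubation prior to read | measured by = fluorescence polarization (mP) | evaluation = percent inhibition from loss of millipolarization | control set = unlabelled peptide and DMSO controls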
# C-LANA FP: inhibitors of KSHV LANA C-terminal domain DNA binding; MBP-C-LANA/FAM-LBS DNA binding, fluorescence polarization; inhibition, % at 9 µM; actives 0.078% (n = 340,000);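 active means highest replicate inhibition at or above 60% at 9 µM, even if other replicates fall short; inactive means all replicates below 60% inhibition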;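 further: 0% = neutral control wells and 100% = 4 µM acridine orange control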
# * marks the source's active call; other numbers are inactive results; u = inconclusive; x = not tested or not shown.
SMILES,Cardiac RTF inh,DSG3 Ab inh,NSD2 inh,V-ATPase pHluor,DAGLB inh,CAL PDZ FP-1,Keap1 Nrf2 FP,Arrestin-AP2 inh,CAL PDZ FP-2,C-LANA FP
O=c1oc(-c2ccc(Cl)c(Cl)c2)nn1-c1ccc(C(F)(F)F)cn1,x,101.2,-1.7,2.4,x,x,x,-11.5,x,x
Cc1ccc(NC(=O)c2c(C(F)(F)F)nn(C)c2SCc2ccc(Cl)cc2)cc1C,-1.3,100.3,-0.7,-0.8,-23.5,4.0,1.8,19.3,-1.7,1.0
Cc1cccc(NC(=O)CCCC(=O)OC(C)C(=O)c2ccccc2)c1 (configuration not stated),1.7,93.2,-8.5,1.5,-1.2,-3.0,-5.1,9.7,-2.5,2.7
CCCCCCNC(=O)c1c(O)c2cccc3c2n(c1=O)CCC3,-15.5,107.2,-1.8,-6.2,-6.0,2.1,1.1,-55.4,-0.2,0.0
Cc1ccccc1-c1nc2c(s1)CCc1onc(-c3ccc(Cl)cc3)c1-2,1.2,125.5,x,-1.8,-0.2,1.2,0.7,4.0,-0.1,-1.5
Cc1ccc(NC(=O)CN(C)S(=O)(=O)c2cnc[nH]2)c(C)c1,-3.9,104.8,16.5,4.9,-3.1,-4.6,0.2,10.8,0.1,-1.5
CCOC(=O)c1cc(-c2csc(Nc3ccccc3Cl)n2)on1,0.3,x,-2.7,0.2,-13.3,-0.1,-2.8,14.4,-5.3,-1.4
CCc1ccccc1NC(=O)CNC(=O)c1cc(C2CC2)nc2c1cnn2C(C)C,2.9,x,-1.5,-3.1,-5.1,-4.2,2.3,-1.5,-1.1,-0.4
C=CCNC(=O)CN1CCC(NC(=O)c2ccco2)CC1,8.1,100.8,-3.2,6.5,-0.5,-3.1,-4.3,9.8,0.4,-2.3
Cc1c(NC(=O)c2ccccc2NS(=O)(=O)c2ccc(Br)cc2)c(=O)n(-c2ccccc2)n1C,-17.1,80.8,x,-4.6,4.8,-1.6,-4.6,4.5,-1.4,-3.9
COc1ccc(-[n+]2c(C)cc(/C=C3\Sc4ccccc4N3C)cc2C)cc1,-55.2,139.3,-6.2,8.5,-9.4,-0.5,-19.5,x,3.9,-10.7
Cc1ccc2c(c1)C(c1ccccc1)N(C(=O)c1ccc(Br)o1)CC(=O)N2 (configuration not stated),-6.7,108.3,x,-2.6,1.5,1.0,-8.2,x,-1.0,0.3
CC(Sc1n[nH]c(-c2ccccc2F)n1)C(=O)Nc1ccc(S(N)(=O)=O)cc1 (configuration not stated),-12.1,110.9,-0.8,1.3,-1.0,-2.6,-0.4,6.8,-2.3,0.0
O=C(COC(=O)c1cccc([N+](=O)[O-])c1)Nc1ncc(Br)s1,3.1,132.4,1.7,3.0,1.9,1.0,-2.5,1.8,-0.3,1.8
Cc1ccc(NS(=O)(=O)c2cc(C(=O)NCCSC3CCCCC3)ccc2C)cc1,-5.9,100.9,-5.5,0.7,-2.7,x,-1.1,24.7,-2.6,-0.4
Cc1c(NC(=O)/C(C#N)=C/C2CC=CCC2)c(=O)n(-c2ccccc2)n1C (configuration not stated),-6.7,104.9,16.1,-1.9,1.7,0.8,-4.6,1.8,-1.0,-2.9
CCCOc1ccc(S(=O)(=O)n2cc(F)c(=O)[nH]c2=O)cc1,5.5,115.2,-0.7,-3.6,3.5,0.4,-8.9,3.5,-1.3,0.8
c1ccc(SCc2nc3ccccc3[nH]2)nc1,-9.9,x,1.2,-6.4,-1.8,x,-4.8,-8.3,0.5,-1.0
Cc1ccc(C(=O)Nc2cccc(NC(=O)CN3CCCCC3)c2)cc1,0.6,100.9,-1.0,-2.8,-1.3,-1.8,-0.7,15.7,-1.6,-1.2
CC12COC3(C(=O)NCCc4ccccc4)CC1CCC32C (configuration not stated),5.5,100.0,-1.4,-1.4,-2.2,-4.4,1.3,1.9,-2.3,0.0
CCN(Cc1ccccc1)S(=O)(=O)c1ccccc1Br,-7.3,99.1,x,3.0,-4.9,-3.5,0.0,34.6,0.1,1.4
Cc1ccc(SCc2nc(-c3ccncc3)no2)cc1,-7.1,94.0,-2.5,4.0,-9.9,-3.0,-3.0,-1.4,-1.5,-0.4
O=C(CC(c1ccccc1)c1ccccc1O)N1CCCCC1 (configuration not stated),-14.1,120.5,-1.5,2.4,-3.5,-1.7,-0.9,-9.7,-0.5,0.1
CCOC(=O)c1ccccc1N1C(=O)C2Sc3[nH]c(=O)sc3C(/C=C/c3ccccc3)C2C1=O (configuration not stated),-12.2,101.2,1.3,1.8,11.6,-2.1,-6.0,0.8,-1.4,1.2
CCn1c(C)nnc1SCC(=O)Nc1cccc(Cl)c1,-6.2,96.6,-2.7,-1.0,-0.2,x,-2.5,2.3,-1.9,1.3

# (next part)
SMILES,Cardiac RTF inh,DSG3 Ab inh,NSD2 inh,V-ATPase pHluor,DAGLB inh,CAL PDZ FP-1,Keap1 Nrf2 FP,Arrestin-AP2 inh,CAL PDZ FP-2,C-LANA FP
O=C(CN1C(=O)C(=O)N(Cc2ccccc2)C1=O)Nc1ccc(OC(F)F)cc1,13.3,106.3,x,-2.5,-3.5,-2.5,0.1,16.2,0.4,1.9
CCOc1ccccc1C(=O)OCC(=O)Nc1cccc(S(=O)(=O)NC2=NCCCCC2)c1,-3.0,104.1,1.9,-6.0,-1.1,x,u,-16.8,-0.3,1.5
Nc1nc2c(F)cccc2s1,-3.1,100.7,-1.3,-1.5,2.2,0.1,5.4,-10.0,-1.1,3.1
COc1ccc(/C(C)=C(\C#N)C(=O)OC(C)C)cc1OC,-3.0,110.0,-1.4,3.0,-2.0,-4.1,-5.8,-7.3,-0.8,-2.6
CC1CCCN(C(=O)c2ccc(CNc3c(N4CCCCC4)c(=O)c3=O)cc2)C1 (configuration not stated),-4.9,96.0,x,1.8,-2.4,x,-2.2,-2.2,0.0,-0.8
N#Cc1cc([N+](=O)[O-])ccc1NC(=O)COC(=O)C1CCC(=O)N1 (configuration not stated),1.8,x,-1.8,1.0,2.8,-1.6,1.7,1.3,0.3,-2.8
CCOC(=O)/C=C1\Nc2ccccc2OC1=O,5.1,96.9,2.5,-2.5,-1.6,0.1,-9.1,-5.2,0.6,2.0
CN(CC(=O)NC(=O)NCc1ccccc1)Cc1ccc(Cl)c(Cl)c1,2.1,127.3,-4.4,-0.6,-0.4,-2.9,-5.0,3.0,0.1,2.2
O=C(c1nc2ccccn2c1CN1CCCC(O)C1)N1CCN(C2CCCCC2)CC1 (configuration not stated),-8.7,101.0,-2.0,2.5,0.2,-1.3,2.9,0.9,0.6,2.0
O=C(N/N=C1\CCSc2ccc(F)cc21)c1cccnc1,1.2,97.8,-1.7,0.1,-0.1,0.0,3.7,7.9,-1.5,-0.2
CC(=O)N1CCCc2cc(S(=O)(=O)N3CCCC(C(=O)NCc4ccccc4Cl)C3)ccc21 (configuration not stated),2.6,107.8,18.5,4.1,-0.2,x,-0.1,1.2,-0.2,0.2
CCCCCn1c(SCCc2ccccc2)nc2c1c(=O)[nH]c(=O)n2C,-4.8,107.7,-3.0,1.9,-1.1,x,1.6,-0.3,-0.1,-1.4
CC(C)(C)c1cc(NC(=O)COC(=O)c2ccccc2O)n(-c2ccccc2)n1,x,100.2,-1.1,3.6,-2.1,x,x,x,x,x
CCOc1ccc(S(=O)(=O)N(CC(=O)NCc2cccnc2)c2ccc(F)cc2)cc1,-2.5,100.1,2.4,1.8,-2.0,3.5,-2.8,18.6,-0.9,-0.7
CCOc1ccc(S(=O)(=O)N2CCN(C(=S)NCc3ccco3)CC2)cc1,0.2,97.3,-1.9,-0.8,-0.4,-2.2,-4.7,-25.9,-0.6,-1.6
CN1CCN(S(=O)(=O)c2cccc(C(=O)Nc3ccc(Br)cc3Br)c2)CC1,2.0,95.9,-2.8,-1.2,1.8,-3.5,0.7,-3.2,-1.7,-0.4
CNC(=O)NC(=O)COC(=O)CCCOc1ccc(OC)cc1,-6.0,108.3,-3.7,1.9,1.9,1.7,5.4,1.9,-0.2,0.7
Cc1cc(F)ccc1NS(=O)(=O)c1c(C(=O)N2CCOCC2)c(C)n(C)c1C,-5.2,70.7,0.6,0.6,1.4,0.4,-2.3,0.4,-2.0,0.4
CCOc1ccc(C(=O)/C=C/Nc2ccc(S(=O)(=O)N=C(N)N)cc2)cc1,-6.2,99.7,-1.2,-14.6,3.4,-5.0,-1.4,-1.4,-1.0,0.5
O=C(Cn1cnc2ccccc21)Nc1ccc(C(=O)O)cc1,-12.0,83.8,x,-6.6,-1.2,-3.5,-4.0,4.5,-0.1,0.4
COc1cc(C(=O)NC(=S)N(CCC#N)Cc2cccnc2)cc(OC)c1OC,-3.8,113.5,-0.6,-1.6,-1.4,-1.3,-7.7,6.3,1.3,2.9
Cc1cccc(NC(=O)NC2(C)CCS(=O)(=O)C2)c1 (configuration not stated),-9.3,92.8,3.9,-0.2,0.3,0.5,-0.4,19.2,-2.6,-1.1
O=C(CNC(=O)c1cc(Cl)cc([N+](=O)[O-])c1)OCC(=O)N1CCCCC1,-7.9,116.9,-2.2,1.8,-0.4,-8.6,-10.2,-8.9,-4.2,-0.3
O=C(NCCCN1CCOCC1)C(=O)N/N=C/c1ccc2c(c1)OCO2,-8.0,100.0,-3.7,-1.5,-0.3,-1.6,-2.0,-3.1,0.4,0.0
O=C(NCCCc1nc2ccccc2[nH]1)c1cccs1,2.0,100.4,-4.3,1.8,0.6,-6.0,-2.1,49.0,-0.9,0.1

# (further entries)
SMILES,Cardiac RTF inh,DSG3 Ab inh,NSD2 inh,V-ATPase pHluor,DAGLB inh,CAL PDZ FP-1,Keap1 Nrf2 FP,Arrestin-AP2 inh,CAL PDZ FP-2,C-LANA FP
O=C(NCc1csc(-c2cccs2)n1)Nc1ccc(F)cc1F,11.7,x,0.7,-4.6,-3.6,12.1,-2.2,-3.0,-0.4,-1.4
CCOC(=O)c1ccc2nc(C(F)(F)F)[nH]c(=O)c2c1,-14.5,102.5,-2.6,1.2,1.8,x,-4.2,3.3,1.2,-0.6
COCC(=O)N1CCC(Oc2ccc(C(=O)NCc3cc(C(C)C)no3)cc2)CC1,-5.8,114.4,-1.9,0.9,1.0,-1.9,1.1,-1.8,0.8,-1.3
COc1ccc(N2CCN(C(=O)COC(=O)Cc3ccc(F)cc3)CC2)cc1,-13.4,102.7,2.0,2.1,-1.9,-7.1,-0.4,24.8,-0.9,-0.4
COc1ccc(CCC(=O)c2ccc(OC)cc2)cc1,x,109.6,-4.9,0.4,x,x,x,6.5,x,x
O=c1[nH]cc(S(=O)(=O)N2CCN(c3cccc(C(F)(F)F)c3)CC2)c(=O)[nH]1,-8.7,98.9,-1.8,-2.6,4.2,-2.9,-3.1,-7.5,-1.5,-1.7
O=C(CNS(=O)(=O)c1ccccc1F)OCC(=O)c1c[nH]c2ccccc12,-2.5,99.3,-0.4,-2.1,-0.9,x,-0.3,1.8,-2.1,0.5

# These rows are one share of the data; the hit share may differ from the screen's.
